# Screening data (PubChem)
# Mm-Cpn inhibitor – inhibitors of Methanococcus maripaludis chaperonin (MmCpn); purified Mm-Cpn ATPase, ADP Transcreener TR-FRET; Potency, µM (top dose mostly 76.9 µM), without a hit: top-dose activity, negative = inhibition, usual class: inhibitors; 330,000 tested, 0.031% active; AID 504842; note: potency is the fitted concentration of half-maximal effect; % is set by controls: 0 for no effect and ±100 for the full control effect; nearly all actives have a fitted effect of over 80% in size
#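 ATPase turnover read by TR-FRET ADP competition (Eu cryptate antibody/ADP-d2, 665/590 nm): 10uM ATP final, 25nM Mm-CPN final, 30 min 37degC after 10-min compound preincubation, pH 7.4 Tris/KCl/MgCl2/DTT buffer.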
# pAkt inh – blocks phosphorylation of Akt; Neuro2A IGF-stimulated pAkt S473 HTRF, 20 min; active compounds read low; AID 651550; 360,000 tested, 0.32% active; activity change, % for hits at 50 µM; in the data active = activity change below about -80%; inconclusive = mostly about -51% to -80%; note: % is set by controls: 0 for no effect and ±100 for the full control effect
#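 Neuro2A cells in DMEM with 0.5% FBS, overnight at 37 deg C, given compound at single 50 µM final, then IGF (6 nM final) for 20 min at 37 deg C. Lysed; phospho-Akt Ser473 by HTRF after 24 h, 665/615 ratio.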
# CCT modulator – changes cytosolic chaperonin activity. purified chaperonin ATPase assay, HTRF ADP detection, 30 min. activity change, % (no concentration beside the values), hits read low. 360,000 tested, 0.3% active. AID 651819; in the data active = activity change below about -30%; note: % is set by controls: 0 for no effect and ±100 for the full control effect
#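 ATPase activity: ADP formed was measured by HTRF Transcreener (665/615 nm ratio) after 30 min at 37 deg C with 10 uM ATP. Compounds screened at one 76 uM concentration against 40 or 20 nM TRiC in Tris pH 7.4/KCl/MgCl2/DTT buffer.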
# D3 antag – antagonists of human D3 dopamine receptor; P35462; max response, negative = inhibition, %; 360,000 tested, 2.5% active; D3R cells, DiscoveRx beta-arrestin luminescence, antagonist mode; active compounds read low; in the data active = max response below about -50%; inconclusive = no clear call, values can overlap the other calls; note: % is set by controls: 0 for no effect and ±100 for the full control effect; mostly tested at two doses, the higher about 12 µM
# Target sequence (P35462 whole entry, looked up): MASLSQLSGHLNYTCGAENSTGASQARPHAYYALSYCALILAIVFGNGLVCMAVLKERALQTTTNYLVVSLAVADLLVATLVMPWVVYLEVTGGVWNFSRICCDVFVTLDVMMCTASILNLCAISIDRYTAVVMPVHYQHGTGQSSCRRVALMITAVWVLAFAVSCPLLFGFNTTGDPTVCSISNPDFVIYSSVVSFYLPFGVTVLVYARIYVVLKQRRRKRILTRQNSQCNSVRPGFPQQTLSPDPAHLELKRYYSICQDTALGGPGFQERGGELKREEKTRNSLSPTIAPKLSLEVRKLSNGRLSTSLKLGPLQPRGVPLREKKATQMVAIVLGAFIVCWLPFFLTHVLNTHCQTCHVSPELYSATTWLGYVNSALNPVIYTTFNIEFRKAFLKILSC
#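 Cells expressing the human receptor were seeded at 1500 cells/well, incubated overnight at 37 degrees C in 5% CO2, then exposed to library compounds with dopamine controls for 90 minutes at 37 degrees C before luminescent detection.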
# EPAC2 antagonist – EPAC2 (human) antagonism. AID 720708. EPAC2 GEF exchange of Rap1B-BODIPY-GDP, fluorescence. Potency, µM (top dose mostly 114 µM), inactives show at the highest dose activity, negative = inhibition, actives largely listed as inhibitors. 360,000 tested, 0.18% active. Q8WZA2; note: potency is the fitted concentration of half-maximal effect; % is set by controls: 0 for no effect and ±100 for the full control effect; nearly all actives have a fitted effect of over 45% in size; many of its hits are not listed in these tables
# EPAC2 ag – EPAC2 (human) agonism | Q8WZA2 | AID 720711 | Potency, µM (highest dose often 154 µM), for the others: at the top dose activation, hits mostly activators | EPAC2 activation, biochemical qHTS; response scale: 100% = 6.5 mM cAMP response | 360,000 tested, 0.079% active; note: potency is the fitted concentration of half-maximal effect; nearly all actives have a fitted effect of over 50% in size
#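 Nucleotide exchange monitored as fluorescence drop when BODIPY-GDP leaves Rap1B. Reaction: 100 nM EPAC2, 250 nM RAP1B-BODIPY-GDP, 50 uM GDP, room temperature, kinetic read over 30 min. Activity expressed relative to 6.5 mM cAMP.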
# PTHR1 ag – activates the human parathyroid hormone receptor PTHR1; Q03431; HEK293 GP2 PTHR1 cells, GloSensor cAMP luminescence, 1 h; Potency, µM (doses to about 115 µM), for inactives: at the top dose activation, actives largely listed as activators; 410,000 tested, 0.075% active; note: potency is the fitted concentration of half-maximal effect; nearly all actives have a fitted effect of over 55% in size; some results filed as inactive show a strong effect at the top dose; inactives centre near -15; many of its hits are not listed in these tables
# Target sequence (Q03431 whole entry, looked up): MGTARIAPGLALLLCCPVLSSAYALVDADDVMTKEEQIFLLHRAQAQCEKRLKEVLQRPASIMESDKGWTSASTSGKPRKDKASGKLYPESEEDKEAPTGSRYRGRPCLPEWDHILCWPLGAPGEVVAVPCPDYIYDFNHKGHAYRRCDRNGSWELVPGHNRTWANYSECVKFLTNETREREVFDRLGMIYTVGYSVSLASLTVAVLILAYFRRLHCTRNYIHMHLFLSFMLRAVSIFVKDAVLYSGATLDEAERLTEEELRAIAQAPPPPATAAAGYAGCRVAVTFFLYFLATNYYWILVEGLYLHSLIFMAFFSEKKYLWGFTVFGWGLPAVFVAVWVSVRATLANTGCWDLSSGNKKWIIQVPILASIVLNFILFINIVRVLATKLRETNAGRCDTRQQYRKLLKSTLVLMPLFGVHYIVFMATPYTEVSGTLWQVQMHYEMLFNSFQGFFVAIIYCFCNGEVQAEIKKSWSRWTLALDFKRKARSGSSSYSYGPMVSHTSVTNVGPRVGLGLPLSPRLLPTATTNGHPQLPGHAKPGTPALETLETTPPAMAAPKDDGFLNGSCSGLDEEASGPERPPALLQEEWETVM
#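 HEK-293-derived GP2 cells expressing PTHR1 and a GloSensor cAMP reporter, 3,000/well, plated overnight, given luciferin plus IBMX (each 0.5 mM as added) for 1 h at 37 °C, then compound for 1 h at 37 °C. Luminescence was read after 15 min at room temperature.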
# D3 ag – D3 dopamine receptor (human) agonism; 410,000 tested, 0.58% active; P35462; D3R DiscoveRx beta-arrestin cells, luminescence, 90 min; AID 652048; max activation, %; in the data active = max activation above about 30%; note: 0% is about no effect; mostly tested at two doses, the higher about 12 µM
#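 Cells at 1500/well, incubated overnight, then treated with pinned compounds (dopamine as control) for 90 min at 37 degrees C. DiscoveRx reagent added for 30 - 60 minutes at room temperature; luminescence read.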
# Numbers without * were called inactive; i = inactive; ? = inconclusive; / = not tested or not shown; [ ] = another dose, or the depositor's remark. Unless noted, calls come from the whole dose curve; as a rule, active = well fitted curve in the direction sought with a large enough effect; inconclusive = small, poorly fitted or top-dose-only effect, or another doubt; inactive = no such curve, though single readings can be large; an effect the other way counts as inactive or inconclusive. These rows are one share of the data; count on the stated rates, not on these rows.
SMILES,Mm-Cpn inhibitor,pAkt inh,CCT modulator,D3 antag,EPAC2 antagonist,EPAC2 ag,PTHR1 ag,D3 ag
O=C(c1ccccc1F)N(Cc1nc2ccccc2c(=O)[nH]1)C1CCCC1,1%,i,0.1,-17,5%,2%,-6%,2
CCCCN(C)Cc1c(C)[nH]c2ccc(Cl)cc2c1=O,1%,i,-0.4,-14,-1%,2%,-17%[57.5 µM],-16
CCN(CC)C(=O)Nc1cnc2ccccc2c1,1%,i,1.2,6,4%,4%,-10%[57.5 µM],2
COc1ccc(CCC(=O)NC2CCCCC2)cc1,1%,i,-2.8,2,-2%,7%,i,3
CCCCn1c(N)c(N(CC(C)C)C(=O)c2c(-c3ccccc3)noc2C)c(=O)[nH]c1=O,-2%,i,0.3,-9,4%,2%,-14%,1
Cc1cccc(C)c1-n1nnnc1C(c1ccnc2ccccc12)N1CCCC1 (stereo not drawn),/,i,-0.2,-56*,?,15%,0%,-10
CCCNC(=O)C1(C)CCCN(Cc2cccc(C#N)c2)C1 (stereo not drawn),/,i,-0.1,6,7%,9%,i,-7
Cc1nnc(NC(=O)CSc2nnnn2Cc2ccccc2)s1,1%,i,1.6,29,8%,-1%,-9%,-2
Cc1nn(-c2ccccc2)c(N2CCCC2)c1/C=N/n1cnc2scc(-c3ccccc3)c2c1=O,0%,i,3.0,-61*,5%,1%,-4%[57.5 µM],-14
CC1=CCC2C(=O)N(c3cccc(C(=O)NC(C)c4ccccc4)c3)C(=O)C2C1 (stereo not drawn),-2%,i,-0.9,9,0%,-2%,i,5
COCCOc1ccc(C(F)(F)F)cc1NC(=O)COC(=O)C1=COCCO1,2%,i,-7.3,-29,-5%,4%,i,-4
Cc1cc2oc(=O)cc(CSc3nnc(C)n3N)c2cc1C(C)C,2%,i,1.1,18,-3%,9%,i,-4
N#Cc1c(N2C(=O)c3ccc(C(=O)O)cc3C2=O)sc2c1CCCC2,-8%,i,1.0,8,4%,13%,-1%,-4
CC(C)CCN(C(=O)CNC(=O)c1cccs1)C(C(=O)NC1CCCCC1)c1cccnc1 (stereo not drawn),0%,i,-0.5,5,-4%,-4%,i,-5
CCC(=O)Nc1ccc(/C(C)=N\NC(=O)c2ccc(OC)cc2)cc1,3%,i,-5.7,-4,2%,4%,i,-1
O=C(Nc1ccccc1)c1cc2ccccc2[nH]1,-2%,i,-1.1,0,-15%,15%,23%,-32
Cn1ccnc1C(=O)c1cccc(Br)c1,0%,i,-1.2,5,14%,7%,-3%,16
Cc1cc(OCCn2ccnc2)ccc1C(C)C,-2%,i,0.8,?,1%,1%,i,-2
CCCOc1ccc(F)cc1-c1cc(C(=O)NCc2cc(C(F)(F)F)cc(C(F)(F)F)c2)[nH]n1,/,i,2.8,85,-19%,-14%,-41%[inhibitor],1
N#Cc1cc(-c2ccccc2)cnc1Cl,4%,/,-3.1,-24,4%,-3%,-6%[57.5 µM],-2
O=C1CCC/C=C\C[C@@H](CC(=O)N(CCO)Cc2ccccc2)C(=O)NCCO1,3%,i,-0.9,10,9%,7%,-24%,-19
Cc1ccc(C(=O)Nc2ccncc2)c(C)c1,1%,i,0.4,14,-1%,-6%,-30%,10
CCOC(=O)c1c(S(=O)(=O)N2CCCCC2C)c(C)n(C)c1C (stereo not drawn),-6%,i,0.5,0,12%,7%,i,4
CSc1ccc(C2NN=C(c3ccccc3)S2)cc1 (stereo not drawn),/,i,0.4,-4,4%,3%,-28%,-2
COc1cccc(NC(=O)C2(C)CCN2C(=O)Cc2cccc3ccccc23)c1 (stereo not drawn),/,i,2.0,23,1%,13%,i,7

# The list goes on.
SMILES,Mm-Cpn inhibitor,pAkt inh,CCT modulator,D3 antag,EPAC2 antagonist,EPAC2 ag,PTHR1 ag,D3 ag
CCCCNC(=O)NNC(=O)COc1cc(C)cc(C)c1,3%,i,-1.4,13,14%,6%,i,-3
CN(C)S(=O)(=O)c1cccc(C(=O)NCC2(N3CCOCC3)CCCCC2)c1,1%,i,1.5,9,10%,1%,i,3
O=C(Cc1ccc(F)cc1)NCCc1ccc(F)cc1,2%,i,-2.8,-11,0%,0%,-20%,-3
Cc1cc(C)c2[nH]c(=O)c(C(c3nnnn3Cc3ccc4c(c3)OCO4)N3CCC(C)CC3)cc2c1 (stereo not drawn),1%,i,2.1,17,-2%,-12%,i,0
O=S(=O)(c1ccc(SCCOc2ccc(Br)cc2)nc1)N1CCCC1,-3%,i,0.7,4,0%,5%,-46%[inhibitor],-3
CC(C)C(NS(=O)(=O)c1cccs1)C(=O)N1CCc2ccccc2C1 (stereo not drawn),-2%,i,-1.8,4,-3%,-5%,i,-2
Clc1ccc(C2=CSC3=Nc4cccc5cccc(c45)N23)cc1,1%,i,-7.4,-29,5%,4%,-10%[57.5 µM],0
CCCCOC(=O)C1[C@H]2C(=O)N(Cc3cccs3)C[C@]23C=C[C@H]1O3 (stereo partly drawn),-9%,i,1.6,24,4%,5%,i,-12
C[C@H]1NS(=O)(=O)c2ccc(Br)cc2O[C@H]1c1ccccc1,3%,i,-2.7,-15,-21%,2%,-31%[inhibitor],0
CC1(C(=O)NCc2ccccc2)CN(S(C)(=O)=O)CC(=O)N1CCc1ccccc1 (stereo not drawn),/,i,/,25,-16%,5%,1%,1
Cc1oc(C(=O)O)cc1COc1cccc2ccccc12,1%,i,0.5,6,0%,13%,-42%[inhibitor],0
COc1cccc(C2NC(=O)c3sc(=S)n(-c4ccccc4)c3N2)c1 (stereo not drawn),0%,i,-9.8,-21,14%,-9%,-22%[57.5 µM],6
CCCCN=c1sc(C(=O)OC)cc(=O)n1CCCC,3%,/,0.7,-13,-15%,6%,i,1
COC(=O)c1ccc(NS(=O)(=O)c2c(C)[nH]c(C)c2C(=O)N2CCCC2)cc1,1%,i,0.2,-13,1%,2%,i,2
CC(C)(C)NC(=O)CCN(/N=C/c1ccncc1)C1=NS(=O)(=O)c2ccccc21,1%,i,0.1,-22,2%,6%,-5%,-11
CCn1c(SCC(=O)N(Cc2ccccc2)C2CCS(=O)(=O)C2)nc2ccccc2c1=O (stereo not drawn),0%,i,-1.2,10,2%,4%,i,8
COC(=O)CCCC(=O)NCC1(N(C)Cc2ccccc2)Cc2ccccc2C1,-2%,i,-2.6,-28,0%,-9%,i,-1
Cc1ccc(-n2c(C)nc3c(cnn3-c3ccccc3Cl)c2=O)cc1C,0%,i,-2.8,47,-4%,6%,?,4
CC(NC(=S)NNS(=O)(=O)c1ccc(C(C)(C)C)cc1)c1ccccc1 (stereo not drawn),-1%,i,2.3,-3,?,1%,-22%,-8
CCOc1cc(C(=O)Nc2cccc(OCC(=O)N3CCOCC3)c2)cc(OCC)c1OCC,2%,i,0.8,34,8%,3%,i,5
Cn1cc(Cl)c(C(=O)OCC(=O)c2ccccc2)n1,0%,i,-1.1,11,3%,2%,-6%,10
CN(C)c1ccc(C(=O)OCC(=O)NCCCc2ccccc2)cc1,-1%,i,-2.1,-6,4%,12%,-5%,4
COC(C[C@@H]1O[C@@H]1[C@@H](O)[C@@H](C)OCc1ccccc1)OC,0%,i,-0.1,0,-3%,9%,9%,-18
Cc1cccc(C(=O)NC2CCN(C(=O)Nc3ccc(F)cc3)CC2)c1,0%,i,2.0,3,13%,10%,-21%,-3
CN1COc2ccc3ccccc3c2C1,1%,i,-4.6,7,7%,8%,i,14

# Later entries:
SMILES,Mm-Cpn inhibitor,pAkt inh,CCT modulator,D3 antag,EPAC2 antagonist,EPAC2 ag,PTHR1 ag,D3 ag
COc1ccccc1NC(=O)CSc1nnc(COc2ccccc2C)o1,-1%,i,-1.0,2,-8%,29%,-19%,6
COc1ccc2oc(C(=O)OCC(=O)Nc3cccc(S(=O)(=O)N4CCOCC4)c3)c(C)c2c1,-18%,i,-8.4,0,0%,12%,-15%,5
Cc1noc(C)c1CSCC(=O)Nc1ccc(S(=O)(=O)C(F)F)cc1,0%,i,-0.7,1,0%,3%,-1%,3
CCOC(=O)[C@]12CCCC=C1N(Cc1cccc3ccccc13)C(=O)[C@H](CC(=O)NCCCOC)C2,/,i,-1.8,21,-10%,0%,i,3
O=c1[nH]cnc(CN2CCCCC2)c1O,/,i,-0.7,9,11%,7%,i,-10
CC(C)(C)NS(=O)(=O)NC(=O)C1=C(N2CCCC2)COC1=O,-1%,i,0.1,2,16%,3%,i,0
COc1ccc(C2C(=O)N(C3CCCCC3)CC(=O)N2CC2COc3ccccc3O2)cc1 (stereo not drawn),2%,i,-0.4,-14,1%,14%,i,-23
Cc1ccc(NC(=O)COC(=O)c2ccc(NC(=O)CC#N)cc2)cc1S(=O)(=O)N1CCOCC1,32µM*,i,-1.0,-53*,-2%,14%,i,-25
CCn1nc(C)c(CNC(=O)C2CCC(=O)N(CCc3ccc(OC)cc3)C2)c1C (stereo not drawn),2%,i,-3.0,9,-3%,2%,-8%,-2
CC(C)OC(=O)CSc1nnc(-c2cnccn2)n1-c1ccc(Cl)cc1,1%,i,-1.0,-15,6%,-8%,-11%[57.5 µM],-2
CN(CC(=O)N1CCCCC1)S(=O)(=O)c1cccc2nsnc12,-1%,i,1.0,-19,2%,10%,-8%,-5
COc1ccccc1NC(=O)C(=O)NCC1CCCN1S(=O)(=O)c1cccs1 (stereo not drawn),-5%,i,-1.6,4,-3%,10%,-8%,3
Nc1nc(SCC(=O)c2cccs2)n[nH]1,2%,i,-0.4,-15,-3%,7%,1%,-11
CCOc1ccc(C(=O)NC(C)C2COc3ccccc3O2)cc1 (stereo not drawn),-5%[15.4 µM],i,-4.2,-11,?,7%,-11%,-8

# An excerpt from above, showing only PTHR1 ag.
SMILES	PTHR1 ag
CC(C)OC(=O)CSc1nnc(-c2cnccn2)n1-c1ccc(Cl)cc1	-11%[57.5 µM]
CN(CC(=O)N1CCCCC1)S(=O)(=O)c1cccc2nsnc12	-8%
COc1ccccc1NC(=O)C(=O)NCC1CCCN1S(=O)(=O)c1cccs1 (stereo not drawn)	-8%
Nc1nc(SCC(=O)c2cccs2)n[nH]1	1%
CCOc1ccc(C(=O)NC(C)C2COc3ccccc3O2)cc1 (stereo not drawn)	-11%
